Screens (PubChem BioAssay)
ZTA counter = blocks Epstein-Barr virus ZTA, an EBNA-1 counter-screen; P03206; inhibition, % at 11 µM; 320,000 compounds, 0.15% hits; ZTA-DNA binding, fluorescence polarization; AID 2234; in the data active means inhibition above about 33%
EBNA-1 inhibitor = EBNA-1 DNA-binding inhibitors, primary screen, biochemical, fluorescence polarization; inhibition, % at 14.8 µM; 300,000 compounds, 0.34% hits; AID 1950, 2009; in the data active means inhibition above about 28%
GSTO1 counter = inhibitors of recombinant GSTO1, primary screen, counter-screen for RBBP9 inhibitor project, biochemical, fluorescence polarization; activity-based probe fluorescence polarization; Glutathione S-transferase omega-1 (Homo sapiens), P78417; 300,000 compounds, 1.1% hits; inhibition, % at 5.96 µM;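 active means inhibition above the campaign mean inhibition plus 3 SD, cut at about 35% in these data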;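 further: 0% = GSTO1-1 with DMSO and 100% = wells lacking GSTO1-1 enzyme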
LYPLA2 counter = LYPLA2 inhibitors, primary screen, counter-screen for PME1 inhibitor project, biochemical, fluorescence polarization, FP-Rh probe ABPP; Acyl-protein thioesterase 2 (Homo sapiens), O95372; recombinant LYPLA2; inhibition, % at 5.9 µM; 320,000 compounds, 0.38% hits;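 active means inhibition above the screen-wide mean plus 3 SD, limit set per campaign, cut at about 26% in these data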;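 further: 0% = LYPLA2 with DMSO and 100% = wells lacking LYPLA2 enzyme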
PAFAH1B3 inh = PAFAH1B3 enzyme inhibitors, primary screen, biochemical, fluorescence polarization, human. inhibition, % at 3.39 µM. Platelet-activating factor acetylhydrolase IB subunit alpha1 (Homo sapiens), Q15102. recombinant PAFAH1B3, FP-rhodamine probe. 340,000 compounds, 0.28% hits. AID 492972, 2010;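 active means inhibition above the screen-wide average of all tested compounds plus 3 SD, cut at about 25% in these data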;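 further: 0% = enzyme with DMSO only and 100% = wells lacking PAFAH1B3 protein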
PAFAH2 inh = PAFAH2 enzyme inhibitors, primary screen, biochemical, fluorescence polarization, human. Platelet-activating factor acetylhydrolase 2, cytoplasmic (Homo sapiens), Q99487. recombinant PAFAH2, FP-rhodamine activity probe. inhibition, % at 3.39 µM. 340,000 compounds, 0.99% hits;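 active means inhibition above the mean over all tested compounds plus 3 SD, cut at about 30% in these data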;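 further: inhibitors block probe labeling of enzyme so polarization drops; 0% = enzyme with DMSO and 100% = wells lacking PAFAH2 protein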
PAD4 FP inh = human PAD4 inhibitors, primary screen, biochemical, fluorescence polarization, 1536-well format. recombinant PAD4, RCA probe fluorescence polarization. inhibition, % at 6.36 µM. 330,000 compounds, 0.41% hits. AID 485272, 2010. Protein-arginine deiminase type-4 (Homo sapiens), Q9UM07;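 active means percent inhibition above a cutoff equal to the mean of all tested compounds plus 3 SD, cut at about 15% in these data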;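 further: 0% = PAD4 with RCA probe and DMSO and 100% = probe without PAD4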
LYPLA1 counter = LYPLA1 inhibitors, primary screen, counter-screen for PME1 inhibitor project, biochemical, fluorescence polarization, FP-Rh probe ABPP. Acyl-protein thioesterase 1 (Homo sapiens), O75608. recombinant LYPLA1. inhibition, % at 5.9 µM. 320,000 compounds, 0.16% hits. AID 2174, 2009;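 active means inhibition above the mean of all tested compounds plus 3 SD, set per campaign, cut at about 14% in these data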;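 further: inhibitors block serine hydrolase probe labeling of LYPLA1 so polarization falls; 0% = enzyme with DMSO and 100% = wells lacking LYPLA1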
Target sequence (O75608 whole entry, looked up): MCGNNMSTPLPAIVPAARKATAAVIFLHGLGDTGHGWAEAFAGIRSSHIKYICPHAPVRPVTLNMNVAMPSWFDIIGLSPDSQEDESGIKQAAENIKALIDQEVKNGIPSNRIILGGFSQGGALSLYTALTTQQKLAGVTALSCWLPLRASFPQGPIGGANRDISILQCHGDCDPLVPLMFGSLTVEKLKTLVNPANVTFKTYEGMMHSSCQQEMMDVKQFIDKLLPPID
PREPL inhibitor = PREPL enzyme inhibitors, primary screen, biochemical, fluorescence polarization; recombinant PREPL, fluorescence polarization activity-based probe; Prolyl endopeptidase-like (Homo sapiens), Q4J6C6; inhibition, % at 5.96 µM; 320,000 compounds, 0.68% hits; in the data active means inhibition above about 43%;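 further: 0% = enzyme with DMSO and 100% = wells lacking enzyme; many of its hits are not listed in these tables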
Target sequence (Q4J6C6 whole entry, looked up): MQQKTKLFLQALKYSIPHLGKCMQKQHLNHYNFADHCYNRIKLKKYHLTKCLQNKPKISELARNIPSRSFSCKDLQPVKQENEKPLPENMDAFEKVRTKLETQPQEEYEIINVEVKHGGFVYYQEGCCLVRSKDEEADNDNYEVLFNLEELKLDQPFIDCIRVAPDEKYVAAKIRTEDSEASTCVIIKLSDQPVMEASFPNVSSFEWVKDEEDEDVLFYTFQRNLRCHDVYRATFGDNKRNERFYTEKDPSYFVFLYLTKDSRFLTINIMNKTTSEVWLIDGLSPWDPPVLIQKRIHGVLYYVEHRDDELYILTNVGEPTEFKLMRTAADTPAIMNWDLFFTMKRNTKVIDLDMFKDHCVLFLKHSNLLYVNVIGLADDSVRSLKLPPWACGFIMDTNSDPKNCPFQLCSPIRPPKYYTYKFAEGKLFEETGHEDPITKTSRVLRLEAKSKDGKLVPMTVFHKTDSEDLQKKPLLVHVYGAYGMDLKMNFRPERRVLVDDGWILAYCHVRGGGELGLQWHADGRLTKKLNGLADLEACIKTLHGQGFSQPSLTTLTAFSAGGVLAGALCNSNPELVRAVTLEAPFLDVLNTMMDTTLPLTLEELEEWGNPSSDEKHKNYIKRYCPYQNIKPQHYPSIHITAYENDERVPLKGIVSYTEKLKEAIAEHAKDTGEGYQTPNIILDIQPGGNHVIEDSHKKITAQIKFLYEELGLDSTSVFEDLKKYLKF
Starred values were filed as active, the others as inactive; / = no result given.

SMILES	ZTA counter	EBNA-1 inhibitor	GSTO1 counter	LYPLA2 counter	PAFAH1B3 inh	PAFAH2 inh	PAD4 FP inh	LYPLA1 counter	PREPL inhibitor
Cc1c(C(=O)N2CCN(S(=O)(=O)c3ccc(F)cc3)CC2)oc2ccccc12	-3.1	-0.9	4.0	5.2	4.4	5.0	0.0	4.7	2.1
C=C1CCN([C@@H](Cc2ccccc2)C(=O)NCc2ccc(Cl)c(Cl)c2)S(=O)(=O)c2ccccc21	-14.7	-7.1	-4.4	-19.1	-11.9	-12.5	-1.2	-9.7	-9.2
CN(C(=O)OCc1ccccc1)C(CC(N)=O)C(=O)O (stereo unspecified)	-5.8	2.2	1.3	-6.8	10.0	1.8	2.0	1.2	-0.4
Cc1cccc(C(=O)O/N=C2\CCSc3ccc(C)cc32)c1	15.6	6.1	-0.4	-5.1	0.6	-0.7	3.6	-2.6	3.1
Cc1c(NS(=O)(=O)N2CCCC2)c(=O)n(-c2ccccc2)n1C	-3.6	6.3	2.1	0.6	3.7	3.3	3.2	0.4	2.7
CCn1c(CN2CCN(c3ccc(Cl)cc3)CC2)nc2ccccc21	-8.7	-18.4	-1.9	4.2	0.9	-0.5	-7.5	1.6	24.0
CN(CC(=O)Nc1sc2c(c1C#N)CCCCC2)Cc1nc2ccccc2c(=O)[nH]1	-6.9	-10.3	2.0	6.3	-1.1	7.6	0.1	-3.2	2.2
CC(C)(C)OC(=O)N1CCC[C@H]1C(=O)N/N=C/c1ccc2nccnc2c1	13.8	5.4	-2.5	-5.0	5.1	0.7	-1.8	-2.4	8.4
O=C(NCc1ccc2c(c1)OCO2)c1nn2cccnc2c1Cl	4.2	0.4	2.2	9.9	3.0	-7.3	-4.5	-0.1	2.4
O=C(NCC1CC1)c1cccc2c1C(=O)c1ccc(-c3ccc(OC(F)(F)F)cc3)cc1S2(=O)=O	/	/	/	/	-1.1	-8.3	-0.7	/	19.5
CCC(=O)N1c2ccc(S(=O)(=O)CCC(=O)N3CCN(c4ccccc4)CC3)cc2CC1C (stereo unspecified)	-3.9	-5.2	2.5	-2.3	-0.7	0.4	-2.9	-0.3	-0.6
COCCNC(=O)C(c1cccs1)N(C(=O)Cn1nnc2ccccc21)c1ccccc1 (stereo unspecified)	-6.8	5.7	3.7	2.1	8.4	8.6	3.0	0.8	8.7
CCCC(=O)NCCc1cc(OC)c(OC)cc1Br	-4.4	-4.5	-1.8	5.3	3.0	5.1	-6.5	1.5	7.4
O=C(/C=C/c1ccc(Cl)cc1Cl)N(Cc1ccc(Cl)cc1)C1CCS(=O)(=O)C1 (stereo unspecified)	9.4	9.5	2.1	1.6	-3.4	5.7	0.6	-4.6	-13.3
COc1ccc(C)cc1NC(=O)C(OC(=O)c1cnc(C)cn1)c1ccccc1 (stereo unspecified)	-0.9	-3.3	-7.7	3.5	-2.4	-1.9	1.1	-3.2	-3.0
CCn1c(C)cc(/C=C2\SC(=O)N(CC(=O)Nc3ccc(C)c(C)c3)C2=O)c1C	-17.1	-7.8	5.0	11.0	0.1	-2.7	0.6	-0.1	0.0
Cc1csc(NC(=O)c2cc(C)nc3ccccc23)n1	-1.6	-9.5	-2.6	-2.6	-0.7	-5.7	-2.0	-0.1	3.9
CC(C)Oc1nc(-c2ccccc2O)nc2ccccc12	8.7	-0.6	-5.9	5.2	7.2	-7.5	-7.1	4.6	6.8
Cc1ccc2[nH]c(C(=O)N3CCOCC3)cc2c1	-14.0	-7.2	-1.4	1.4	10.9	-5.3	-1.0	4.9	-0.4
COc1ccc(S(=O)(=O)Nc2ccccc2OC)cc1C	3.0	3.8	-2.2	6.6	10.8	-2.2	1.9	4.9	0.0
Oc1ccc(Cl)cc1C(C#Cc1ccccc1)N1CCOCC1 (stereo unspecified)	-9.9	-9.6	-18.9	-1.9	-1.0	1.0	0.6	-2.9	6.3
CC(=O)Nc1nnc(CSCc2ccccc2F)s1	-13.4	-13.9	-3.1	-2.7	-3.8	1.8	0.4	0.4	5.5
Cc1cc(NC(=O)CN2C(=O)CCSc3ccccc32)no1	-4.9	-0.9	4.7	9.9	1.2	3.6	4.7	1.1	7.1
Cn1c(SCc2ccc([N+](=O)[O-])cc2)nnc1-c1cccnc1	2.2	0.2	1.1	5.2	1.0	0.6	5.8	-3.1	22.2
O=C(Nc1ccc2c(c1)OCO2)Nc1ccc(Cl)cc1Cl	-16.7	-5.5	8.0	10.3	4.4	2.2	3.2	0.6	13.8
SMILES	ZTA counter	EBNA-1 inhibitor	GSTO1 counter	LYPLA2 counter	PAFAH1B3 inh	PAFAH2 inh	PAD4 FP inh	LYPLA1 counter	PREPL inhibitor
O=C(CSCc1ccccc1Cl)NCCSc1ccccn1	5.7	1.4	7.4	3.1	-1.1	-2.2	15.9*	-0.3	-5.7
COc1ccc(/C=N/NC(=O)CCn2nc(C)cc2C)cc1O	-0.3	0.5	-0.1	1.6	1.6	0.0	-1.4	-1.0	-0.3
Cc1cc(C)n2nc(-c3sccc3-n3c(C)ccc3C)cc2n1	-1.3	5.5	6.8	-1.2	12.1	8.7	-1.8	-1.1	-0.1
O=C(/C=C/c1ccccc1)Nc1ccc(C(=O)N2CCCCC2)cc1	1.8	10.9	-8.4	-1.3	10.3	1.8	-1.3	-4.2	7.2
O=C(c1ccc2nc[nH]c2c1)N1CCN(c2ncc(C(F)(F)F)cc2Cl)CC1	7.4	-3.2	3.4	4.6	5.2	5.3	-2.2	1.5	5.5
Cc1ccc(S(=O)(=O)N2CCCCC2)cc1C(=O)OCC(=O)NC(=O)NC12CC3CC(CC(C3)C1)C2	1.7	-1.2	-11.1	-0.3	8.2	0.1	-1.0	-1.6	-3.2
COc1ccc(-c2csc(NC(=O)c3ccc(S(C)(=O)=O)cc3)n2)cc1	30.8	-0.7	-11.1	-0.5	0.0	-4.4	3.4	1.4	19.1
Cc1cc(Oc2ccc(Cl)cc2)nc(SCC(=O)c2ccccc2)n1	0.9	3.2	0.0	-2.4	2.8	-4.0	-1.1	-1.6	-4.2
O=C(NCCO)/C(=C\c1ccco1)NC(=O)c1cccs1	-8.2	-19.1	0.7	1.9	-5.4	4.5	2.9	-0.4	5.4
COC(=O)c1ccccc1NC(=O)c1c(O)c2c([nH]c1=O)CCCC2	-21.6	-8.7	-5.1	-3.3	-2.6	1.3	1.7	-3.1	12.0
Cc1cc(NC(=O)CN(C)C)c([N+](=O)[O-])cc1C	-11.7	-7.9	9.5	-4.0	2.7	6.2	-5.8	-3.2	-6.5
O=C(O)c1cc2nccc(-c3ccc(F)cc3)n2n1	-5.4	-2.8	7.6	-1.2	4.2	10.9	0.2	2.6	5.2
COc1cccc(CC2(CO)CCCN(Cc3cn[nH]c3C3CCCCC3)C2)c1 (stereo unspecified)	-6.2	2.3	-5.8	-2.8	6.7	0.0	-1.4	-0.9	12.7
O=C(CSC1=Nc2ccccc2C2=NC(CC(=O)NC3CCCCC3)C(=O)N12)NCc1ccco1 (stereo unspecified)	0.3	-1.7	7.5	-0.8	-1.2	1.1	1.6	-2.8	10.6
Cc1csc(SCC(=O)Nc2sccc2C(N)=O)n1	0.4	5.5	0.2	3.9	-1.7	3.5	2.3	-0.3	18.0
Cc1cc(C(=O)CSc2nc(N)cc(=O)[nH]2)c(C)n1Cc1ccco1	1.6	-5.2	-6.1	-0.3	0.7	5.8	-1.8	-3.3	-7.5
CC(=O)c1ccccc1OC(=O)COc1ccc(Cl)cc1C	-7.3	-7.6	-1.0	-3.4	/	/	-2.2	1.5	2.0
CNS(=O)(=O)c1cccc(C(=O)NCC(C)(C)N2CCCCC2)c1	0.6	-2.2	5.5	8.6	4.2	0.6	0.1	6.7	-2.4
CCCc1nnc(NC(=O)CCC(=O)N2CCN(Cc3ccc(C)cc3C)CC2)s1	2.0	-24.6	-3.1	12.9	6.6	4.0	-7.0	5.0	1.0
O=C(NCCC1=CCCCC1)C1CCN(c2nc3ccccc3o2)CC1	-4.1	3.9	-0.6	11.3	5.9	3.2	-5.0	7.1	9.6
Cc1ccc(C(=O)Nc2ccc(N3CCN(C)CC3)nc2)cc1	-5.7	1.9	2.1	3.5	-1.3	4.3	3.0	-0.6	10.0
N#C/C(C(=O)NCc1ccccc1)=C1/N=C(NC(=O)c2cccs2)c2ccccc21	6.9	3.1	-13.8	2.8	0.0	0.4	-5.2	0.7	1.9
CCCc1cc(C(=O)Cc2ccc(F)cc2)c(O)cc1O	2.9	3.5	-7.4	-0.6	3.9	-0.3	-2.8	-3.5	13.2
COc1cccc(CN(C)Cc2c(O)ccc3ccccc23)c1	-12.0	-12.3	4.8	-3.7	9.7	-2.1	-0.7	2.4	6.9
Cc1ccc(S(=O)(=O)N2CCN(C(=O)c3cc(=O)c4ccccc4o3)CC2)cc1	-5.2	-4.5	0.8	-1.3	4.6	3.3	-2.2	-1.0	7.1
SMILES	ZTA counter	EBNA-1 inhibitor	GSTO1 counter	LYPLA2 counter	PAFAH1B3 inh	PAFAH2 inh	PAD4 FP inh	LYPLA1 counter	PREPL inhibitor
CCOC(=O)c1oc2nc(CC(C)C)c3c(c2c1N)CCC3	2.7	-9.5	-3.8	3.4	5.0	6.7	0.3	-5.7	13.6
CCCCn1c(N)c(N(CCC(C)C)C(=O)CC2CCCCC2)c(=O)[nH]c1=O	12.7	0.5	5.5	-5.6	6.5	-2.5	4.1	-5.0	3.9
CC(=O)Nc1ccc(C(=O)Nc2nnc(CCc3ccccc3)s2)cc1	-0.6	9.8	0.8	-5.9	10.2	5.5	-4.0	-6.5	0.2
Nc1nc2c(s1)CC(c1ccccc1)CC2 (stereo unspecified)	8.1	-0.1	7.0	4.3	2.1	-0.6	4.9	1.1	-9.1
COc1ccc(/C=N/NC(=O)CCn2nnc3ccccc32)cc1	8.8	-0.1	-3.1	4.6	-0.1	-12.8	-3.4	-2.4	-8.9
Cc1ccc(NC(=O)CS(=O)CC(=O)N(c2ccccc2)C(C)C(=O)NC2CCCC2)cc1 (stereo unspecified)	-2.8	-4.6	13.4	-1.8	14.9	14.4	-0.3	1.7	30.8
O=c1c2c3c(sc2nc(N2CCNCC2)n1CCc1ccccc1)CCCCC3	-8.4	-5.2	1.8	1.0	0.0	0.9	-4.6	3.2	11.1
Cn1cnnc1SCc1ccc(C(=O)O)cc1	-10.2	-14.5	0.1	-1.1	10.1	5.8	-6.5	-0.6	-6.2
CNC(=S)Nc1cccc(S(=O)(=O)NCc2ccco2)c1	/	/	/	/	-3.7	7.7	1.5	/	22.4
COc1cc(CN(C)CC2CCCN(CCc3ccc(F)cc3)C2)c(Cl)cc1O (stereo unspecified)	-3.7	1.4	9.9	1.8	1.1	-3.4	1.9	0.3	-0.6
CC12CCC(C(=O)O)(c3nc4cc([N+](=O)[O-])ccc4nc31)C2(C)C (stereo unspecified)	7.5	5.0	-4.5	0.7	-0.9	-0.2	-2.2	0.3	2.5

Not all compounds are listed; rates above refer to the full screens.
